OXTR potentiator: potentiates the human oxytocin receptor response. CHO-OTR cells, Fluo-8 calcium fluorescence, potentiator mode; 0% = oxytocin EC15, 100% = EC100. 0.061% of 320,000 active. AID 2445. activation, % at 3 µM. P30559;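 active means activation above that plate's cutoff, the mean activation of tested compounds plus 3 SD, cut at about 6.6% in these data, passing the limit was not always enough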;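 further: 100% uses oxytocin at 75 nM as the full agonist control; some results filed as inactive read as strong as hits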
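Assay system: CHO cell line stably expressing human OTR. Reagent: EC15 oxytocin agonist. Dosing: single dose, 3.0 µM nominal final compound concentration. Timing: compound 6 min at room temperature before oxytocin, 100 s read. Signal: kinetic Fluo-8 calcium fluorescence. Controls: oxytocin EC15 low and EC100 high.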
CHRM1 PAM: potentiates human M1 receptor response to acetylcholine; P11229; CHO-K1 hM1, Fluo-8 calcium fluorescence, ACh EC20; 0% = ACh EC20, 100% = maximal ACh; activation, % at 3 µM; 0.088% of 360,000 active; AID 588819; in the data active means activation above about 19%, passing the limit was not always enough
Target sequence (P11229 whole entry, looked up): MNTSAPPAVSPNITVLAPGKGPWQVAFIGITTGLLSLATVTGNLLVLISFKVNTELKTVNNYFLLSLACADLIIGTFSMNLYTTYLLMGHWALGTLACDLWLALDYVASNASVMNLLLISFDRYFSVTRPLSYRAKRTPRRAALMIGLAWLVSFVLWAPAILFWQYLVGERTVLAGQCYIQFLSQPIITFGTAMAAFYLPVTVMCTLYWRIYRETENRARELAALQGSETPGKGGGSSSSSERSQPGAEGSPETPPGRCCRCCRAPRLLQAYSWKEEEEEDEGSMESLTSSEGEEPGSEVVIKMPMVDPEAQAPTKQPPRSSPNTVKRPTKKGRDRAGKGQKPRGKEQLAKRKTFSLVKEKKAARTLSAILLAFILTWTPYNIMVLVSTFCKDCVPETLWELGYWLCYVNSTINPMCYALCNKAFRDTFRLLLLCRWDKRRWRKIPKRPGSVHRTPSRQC
CHRM4 antagonist: antagonists of human muscarinic M4 receptor (CHRM4); 0.73% of 360,000 active; CHO-hM4 cells, ACh EC80, Fluo-8 calcium fluorescence; inhibition, % at 3 µM;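 active means inhibition above its plate's cutoff, the mean inhibition of sample wells plus 3 SD, cut at about 27% in these data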;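 further: 0% = acetylcholine EC80 with DMSO and 100% = DMSO without agonist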
Target sequence (P08173 whole entry, looked up): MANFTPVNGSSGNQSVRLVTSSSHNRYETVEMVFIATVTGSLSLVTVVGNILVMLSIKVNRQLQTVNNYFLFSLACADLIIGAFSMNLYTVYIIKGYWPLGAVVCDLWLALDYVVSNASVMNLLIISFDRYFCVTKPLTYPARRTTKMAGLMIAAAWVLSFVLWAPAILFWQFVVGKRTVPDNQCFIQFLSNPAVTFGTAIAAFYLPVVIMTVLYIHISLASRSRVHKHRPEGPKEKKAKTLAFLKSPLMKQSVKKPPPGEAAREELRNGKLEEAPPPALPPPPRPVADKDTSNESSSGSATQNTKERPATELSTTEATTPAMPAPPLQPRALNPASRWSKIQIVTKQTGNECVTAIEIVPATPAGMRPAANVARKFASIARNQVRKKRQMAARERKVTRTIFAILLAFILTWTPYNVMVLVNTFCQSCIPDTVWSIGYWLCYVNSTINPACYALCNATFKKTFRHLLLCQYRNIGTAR
M1 antag: human CHRM1 antagonism; CHO-K1 hM1, Fluo-8 calcium fluorescence, ACh EC80 antagonist; inhibition, % at 3 µM; P11229; 1.3% of 360,000 active;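 active means percent inhibition above its own plate's cutoff, namely the mean of that plate's compound wells plus 3 SD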;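 further: peak over basal fluorescence ratio during 140 s after agonist addition; 0% = ACh EC80 plus DMSO and 100% = DMSO alone without agonist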
CHRM1 agonist: agonists of human M1 muscarinic receptor. CHO-K1 hM1, Fluo-8 calcium fluorescence, agonist mode; 0% DMSO, 100% acetylcholine EC100. activation, % at 3 µM. 0.33% of 360,000 active;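 active means activation above the run's mean compound activation plus 3 SD, cut at about 16% in these data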;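 further: peak over basal fluorescence ratio within a 140 s kinetic read after compound addition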
M4 ag: agonists of human muscarinic M4 receptor (CHRM4); activation, % at 3 µM; CHO-K1 hM4/Gqi5, Fluo-8 calcium fluorescence; vehicle 0%, full acetylcholine response 100%; P08173; 0.14% of 360,000 active;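 active means activation above the run mean over all test wells plus 3 SD, cut at about 32% in these data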;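 further: peak over basal fluorescence ratio per well then scaled between controls; 0% = DMSO wells and 100% = acetylcholine at EC100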
CHO-K1 Ca antag: nonselective inhibitor or artifact in parental CHO-K1 cells; inhibition, % at 3 µM; 0.6% of 360,000 active; ATP-induced calcium, Fluo-8 fluorescence;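 active means inhibition above a per-plate cutoff, the plate's mean sample inhibition plus 3 SD, cut at about 24% in these data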;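 further: 0% = DMSO plus EC80 ATP and 100% = DMSO alone without ATP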
M1 ag parental: M1 agonist counterscreen hit in parental CHO-K1 cells; Fluo-8 calcium fluorescence; scaled to maximal ATP response, vehicle zero; activation, % at 3 µM; 0.48% of 360,000 active; AID 602248; in the data active means activation above about 15%;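 further: untransfected CHO-K1 host cells lacking M1 receptor as counterscreen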
CHO parental Ca: counter-screen for OX1R antagonists: effect in parental CHO cells; parental CHO-K1, ATP-induced calcium, Fluo-8 fluorescence; inhibition, % at 5.6 µM; 0.63% of 330,000 active; AID 463079;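 active means inhibition above that plate's mean sample inhibition plus 3 SD, cut at about 26% in these data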;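 further: 0% = ATP-challenged DMSO wells and 100% = DMSO wells without ATP; some compounds past the cut are filed as inactive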
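Test system: parental CHO cells; detection: calcium-sensitive Fluo-8 fluorescence; evaluation: percent inhibition of calcium signal; also added: ATP as calcium-mobilizing challenge; repeats: one well per compound; control set: ATP-challenged DMSO wells low, unchallenged DMSO wells high; compound: single nominal dose of 5.6 µM per compound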
The depositor's hits bear a star; . = not tested or not shown; & = joins results of further samples. The order is random. Share with any hit: about 2.9%.

no.	structure	OXTR potentiator	CHRM1 PAM	CHRM4 antagonist	M1 antag	CHRM1 agonist
1	CN(C)c1ccc(C(CNC(=O)c2ccco2)N2CCCC2)cc1 (stereo not drawn)	-9.4	-5.1	-5.1	3.1	-13.6
2	Cc1ccnc(S(=O)(=O)Cc2ccc([N+](=O)[O-])cc2)n1	-9.7	-6.3	-6.9	17.1	-6.2
3	O=C(COC(=O)c1cc(Cl)ccc1O)NCC1CCCO1 (stereo not drawn)	-6.6	2.9	-1.6	-9.3	-3.2
4	CCCCC(CC)COC(=O)C(C#N)=C(c1ccccc1)c1ccccc1 (stereo not drawn)	-2.6	7.2	-5.6	-10.6	-1.8
5	COc1cc(S(=O)(=O)n2ccc(C)n2)ccc1Cl	3.3	8.1	-12.4	-10.8	-6.1
6	CN(CC(=O)Nc1cccc(F)c1)C(=O)C1CCN(C(=O)c2ccc(Cl)cc2)CC1	-1.8	14.1	-4.0	-7.6	-4.3
7	O=S(=O)(NCC(c1ccccc1)N1CCNCC1)c1ccc(Cl)cc1 (stereo not drawn)	-4.6	6.0	14.6	0.5	-7.2
8	Cc1ccc(Cc2c(-c3ccccc3)nc3c(Cl)cc(C(F)(F)F)cn23)cc1	.	17.0	1.4	-29.6	9.9
9	O=C(CSc1nnc(-c2cccs2)o1)OC1CCCCC1	-3.2	-1.3	-3.4	-2.6	-5.7
10	Cc1nn(-c2ccccc2)c(C)c1NC(=O)COc1ccccc1C#N	.	-1.9	-15.5	-8.9	0.1

no.	M4 ag	CHO-K1 Ca antag	M1 ag parental	CHO parental Ca
1	0.4	-6.3	0.1	-11.6
2	0.3	11.1	-0.1	9.2
3	0.2	-5.7	0.8	-8.8
4	1.1	-17.1	1.1	-29.1
5	0.9	1.2	0.0	-9.7
6	-0.2	0.6	0.4	-6.0
7	5.6	-2.4	0.5	12.1
8	0.5	-0.1	-0.1	.
9	3.8	-24.5	-0.1	-13.6
10	4.5	3.5	0.8	.

Additional compounds follow:
no.	structure	OXTR potentiator	CHRM1 PAM	CHRM4 antagonist	M1 antag	CHRM1 agonist
11	CC1CCCCC12NC(=O)N(CC(=O)NCCc1ccc(F)cc1)C2=O (stereo not drawn)	-8.0	4.6	-0.2	-8.6	-3.2
12	CC(Nc1ccc(S(=O)(=O)N2CCN(C)CC2)cc1[N+](=O)[O-])c1ccccc1 (stereo not drawn)	.	11.2	-5.2	-8.0	-4.8
13	COc1ccc(C2C(C#N)=C(N)N(c3ncn[nH]3)C3=C2C(=O)CCC3)cc1 (stereo not drawn)	-4.0	11.7	-9.7	-2.3	-2.2
14	O=S(=O)(c1ccccc1)N1CCN(Cc2ccccc2)CC1	-9.9	4.0	-4.4	-11.5	-5.3
15	CCOC(=O)c1ccc(N2C(=O)CC(Sc3ncccn3)C2=O)cc1 (stereo not drawn)	2.3	1.3	4.2	-1.1	-2.1
16	Cc1ccccc1NCc1nc2ccccc2n1C	-8.5	-1.4	-5.6	-1.8	-9.2
17	Cc1cccc(C)c1NC(=O)CNC(=O)C(C)N1CCN(c2cccc(Cl)c2)CC1 (stereo not drawn)	2.0	7.4	-11.2	-2.3	-1.7
18	CC(=O)Nc1ccc(S(=O)(=O)N2CCOCC2)cc1	-1.3	9.6	12.0	-5.4	-5.9
19	CCOc1cc(C(C#N)N2CCOCC2)ccc1OC (stereo not drawn)	-7.3	2.4	5.2	-5.3	-3.3
20	C[C@@H]1NC(=O)[C@@]2(C)[C@@H](c3ccccc3)[C@H]3COc4ccc(Cl)cc4[C@@H]3N2C1=O	-2.6	9.2	-3.1	3.8	-0.6

no.	M4 ag	CHO-K1 Ca antag	M1 ag parental	CHO parental Ca
11	1.2	4.2	0.3	-14.0
12	3.5	-5.7	1.8	.
13	1.1	-7.7	0.0	8.9
14	1.0	-4.2	0.0	-19.3
15	0.3	-1.8	0.6	-18.2
16	0.6	5.1	-0.3	-7.0
17	1.8	-18.7	0.1	-27.8
18	0.0	-1.1	0.4	-2.4
19	0.7	-7.1	1.2	-2.9
20	1.8	-12.5	0.0	-10.9

The list continues:
no.	structure	OXTR potentiator	CHRM1 PAM	CHRM4 antagonist	M1 antag	CHRM1 agonist
21	c1ccc2c(c1)Cn1nnnc1-2	-5.0	9.3	4.4	1.2	-1.3
22	CCN1CCN(Cc2ccc(NC(=O)c3cc(NC(=O)C(=O)c4c[nH]c5ccccc45)cc(OC)c3)cc2C(F)(F)F)CC1	-9.1	1.1&2.7	14.7&22.6	-6.0&4.8	-2.4&-6.4
23	Cc1ccc(NC(=S)N(CCCN2CCC(C)CC2)Cc2ccco2)cc1	-7.1	13.6	-11.5	-10.8	-5.7
24	CCCNC(=O)N1CCCC(C(=O)c2cccc(Cl)c2)C1 (stereo not drawn)	1.6	4.7	-3.5	0.0	-11.8
25	O/N=C/c1cc(Br)ccc1OCc1cccc(F)c1	-11.1	-5.7	3.3	-17.2	-3.7
26	CCCCC(O)(c1ccc(CC)cc1)C(CN1CCOCC1)c1ccccc1 (stereo not drawn)	.	-1.5	-3.2	-0.9	-4.6
27	COc1ccc(/C=N/NC(=O)c2ccc(NC(=O)c3cccc([N+](=O)[O-])c3)cc2)c(C(=O)O)c1OC	-6.8	20.4	-4.3	-5.9	2.4
28	O=C(CSc1nnc(COc2ccccc2Cl)o1)NC(=O)NCc1ccco1	-2.1	14.2	-11.6	-26.8	-1.2
29	CN1CCC(N(C)C(=O)/C(C#N)=C\c2ccc(OC(F)F)cc2)CC1	.	13.3	7.4	3.2	-0.2
30	COc1c2c(cc3c1C(CC(O)Cc1ccccc1)N(C)CC3)OCO2 (stereo not drawn)	-2.7	21.9	-22.0	-15.1	-5.4

no.	M4 ag	CHO-K1 Ca antag	M1 ag parental	CHO parental Ca
21	0.4	9.8	-0.3	-9.2
22	13.2&5.1	-0.3&8.9	1.5&1.8	5.6
23	-0.2	-14.5	0.0	-15.9
24	-0.2	-10.8	-0.3	-17.4
25	-1.6	-7.4	0.4	5.8
26	6.8	-13.3	0.7	.
27	1.1	-7.5	-0.9	-10.7
28	2.4	14.1	0.1	-5.0
29	0.2	2.5	-0.2	.
30	0.8	5.1	-0.2	-28.9

The results go on:
no.	structure	OXTR potentiator	CHRM1 PAM	CHRM4 antagonist	M1 antag	CHRM1 agonist
31	NS(=O)(=O)c1ccc(CCNC(=O)c2ccc(Cl)s2)cc1	-2.2	2.4	-4.2	-4.1	-2.2
32	COc1cc(NC(=O)C2CC(=O)NC3=C2C(=O)CCC3)c(OC)cc1Cl (stereo not drawn)	-2.2	7.0	-19.2	-6.7	-0.3
33	CC(=O)Nc1ccc(C(=O)OCC(=O)N2CCCC2=O)cc1	1.7	9.2	-9.5	-9.8	-2.4
34	Cn1c(NCCN2CCCC2)nc2cc(-c3ccccc3)sc2c1=O	.	1.7	10.3	-6.6	-5.1
35	O=C1Oc2ccccc2C2(O)C3CCCCCC3C12 (stereo not drawn)	-7.4	13.2	-6.3	-4.4	2.3
36	O=C(CSc1cccc[n+]1[O-])Nc1cc(Cl)ccc1[N+](=O)[O-]	-3.4	6.2	-5.2	-4.0	-1.4
37	Cc1ccccc1NCc1ccc([N+](=O)[O-])s1	-4.5	1.4	-1.3	-6.4	-4.5
38	CCc1nc2ccc(C(=O)NCCCN3CCCC3=O)cn2c1N(C)C(=O)COc1ccccc1	.	6.0	-13.3	-8.3	-6.1
39	C=C1C(=O)OC2CC1C(OC(C)=O)CC(C)=CCCC(C)=CCCC2(C)O (stereo not drawn)	.	5.9	10.4	-4.1	-3.0
40	O=[N+]([O-])c1ccc(N2CCN(C(=S)Nc3ccc(F)cc3F)CC2)cc1	-34.8	-5.0	11.6	28.8	-1.8

no.	M4 ag	CHO-K1 Ca antag	M1 ag parental	CHO parental Ca
31	0.7	-9.1	0.6	6.0
32	1.1	11.3	-0.6	-6.7
33	1.4	-14.4	-0.1	-4.5
34	0.5	-3.8	0.4	.
35	0.3	0.5	0.3	-7.4
36	0.3	-11.6	0.6	4.2
37	-1.0	-17.3	0.2	8.4
38	0.2	6.2	-0.2	.
39	2.3	1.8	0.7	.
40	15.2	24.3*	11.2	30.6

Additional results follow:
no.	structure	OXTR potentiator	CHRM1 PAM	CHRM4 antagonist	M1 antag	CHRM1 agonist
41	Cc1ccc(C(=O)NCCn2cc(SCC(=O)N3CCOCC3)c3ccccc32)cc1	-2.7	-4.3	6.8	9.8	-1.2
42	CC1(C(=O)O)CCN1C(=O)/C=C/c1ccccc1 (stereo not drawn)	.	17.0	-21.3	-29.2	0.4
43	O=C(COc1ccc([N+](=O)[O-])cc1Cl)N1CCOCC1	2.2	-1.4	-14.7	0.7	-2.4
44	O=S(=O)(Nc1ccc(Cl)cc1)c1ccc2c(c1)CCO2	-18.4	3.3	1.5	-8.6	-2.2
45	Cc1cc(C)nc(/N=C(\N)N2CCc3ccccc32)n1	3.5	4.2	-3.2	-2.5	-8.4
46	COc1ccc(C(C)=O)cc1CSc1nc2ccccc2o1	-5.2	4.4	5.5	0.8	-3.8
47	CSc1ccccc1NC(=O)Nc1cccc(Cl)c1	-7.5	-6.6	3.1	2.3	-4.0
48	COc1ccc(N2CC(C(=O)OCC(=O)Nc3cc(C)on3)CC2=O)cc1 (stereo not drawn)	1.9	-10.5	14.2	19.6	-0.6
49	COC(=O)c1ccc(Cn2cnc3c(N)ncnc32)cc1	.	21.6	9.0	-11.9	6.4
50	CC(C)(C)NC(=O)NC(=O)COC(=O)CNS(=O)(=O)/C=C/c1ccccc1	-8.5	-0.2	-3.3	11.7	-1.6

no.	M4 ag	CHO-K1 Ca antag	M1 ag parental	CHO parental Ca
41	17.1	10.4	4.8	-15.8
42	1.3	-3.6	0.3	.
43	1.6	-7.5	0.3	-3.7
44	3.8	-8.3	4.4	-25.9
45	1.1	-15.2	-0.3	-1.5
46	-1.9	-8.2	-0.1	-17.2
47	3.4	-2.1	2.8	-19.9
48	0.1	10.6	0.0	-2.0
49	0.2	3.4	0.7	.
50	8.8	-9.1	6.5	-5.6

5 entries out of the list above, ordered by the number in M1 antag, ascending.
| No. | Molecule | M1 antag |
| --- | --- | --- |
| 10 | Cc1nn(-c2ccccc2)c(C)c1NC(=O)COc1ccccc1C#N | -8.9 |
| 39 | C=C1C(=O)OC2CC1C(OC(C)=O)CC(C)=CCCC(C)=CCCC2(C)O (stereo not drawn) | -4.1 |
| 21 | c1ccc2c(c1)Cn1nnnc1-2 | 1.2 |
| 1 | CN(C)c1ccc(C(CNC(=O)c2ccco2)N2CCCC2)cc1 (stereo not drawn) | 3.1 |
| 20 | C[C@@H]1NC(=O)[C@@]2(C)[C@@H](c3ccccc3)[C@H]3COc4ccc(Cl)cc4[C@@H]3N2C1=O | 3.8 |

Another view of part of the listing above.
41. Cc1ccc(C(=O)NCCn2cc(SCC(=O)N3CCOCC3)c3ccccc32)cc1
47. CSc1ccccc1NC(=O)Nc1cccc(Cl)c1
assay / compound	41	47
OXTR potentiator	-2.7	-7.5
CHRM1 PAM	-4.3	-6.6
CHRM4 antagonist	6.8	3.1
M1 antag	9.8	2.3
CHRM1 agonist	-1.2	-4.0
M4 ag	17.1	3.4
CHO-K1 Ca antag	10.4	-2.1
M1 ag parental	4.8	2.8
CHO parental Ca	-15.8	-19.9
